Compound activity as filed in PubChem.
INS-1E GSIS act – primary screen for activators of insulin secretion dependent on glucose, INS-1E cells, GLuc reporter luminescence. INS-1E GLuc reporter insulin secretion, 2-3 h. activation, % at 16.6 µM. 370,000 compounds, 0.61% hits;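 active = lowest replicate activation of at least 40%, so every replicate reaches that level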;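 also: 0% = median of neutral control wells and 100% = median of IBMX positive control wells; some compounds called inactive have numbers as strong as hits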
C2C12 statin – suppressors of simvastatin-induced myotoxicity in C2C12 myotubes | ATP luminescence, 48 h; scaled: DMSO 0, geranylgeraniol control 100 | 330,000 compounds, 0.78% hits | AID 602340 | rescue of ATP level, % at 7.49 µM;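 active = mean ATP rescue above about 67%, or every replicate alone reaching that limit, limit read from the data, passing the limit was not always enough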;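 also: myotubes were challenged with 10 µM simvastatin during compound exposure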
PGC1a acetyl inh – modulators of PGC1a acetylation | AID 651687 | U2OS PGC1a acetylation, AlphaScreen anti-acetyl-lysine; with virally co-expressed GCN5 acetyltransferase | inhibition, % at 15.6 µM | 350,000 compounds, 0.17% hits;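 active = every replicate shows inhibition of at least 40%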;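 also: 0% = neutral control wells and 100% = positive control wells; some results beyond the cut were filed as inactive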
Cneo AK release – Cryptococcus neoformans lysis via adenylate kinase release | C. neoformans lysis, adenylate kinase release luminescence, 4 h; normalised: neutral wells 0, clomiphene wells 100 | lysis activity, % at 15 µM | 360,000 compounds, 0.2% hits;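 active = mean lysis activity across replicates of at least 80%, whatever share of replicates individually reach that level; inactive = mean lysis activity below 80%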
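Assay system: Cryptococcus neoformans yeast cells / Dosing: single-point compound dose / Timing: 4 h at 37 °C static, read 1 h later / Measured by: luminescence of released adenylate kinase using an AK detection reagent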
CFTR F508del cor – CFTR F508del correction in bronchial cells | activity (quench increase), % at 7.58 µM | 350,000 compounds, 0.36% hits | CFBE cells, YFP halide quenching; stimulated with forskolin plus potentiator P3; % fluorescence drop versus neutral controls;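 active = mean added fluorescence quench of at least 8% versus neutral control, with both replicates also reaching 8%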;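 also: cells transiently co-express mutant CFTR-F508del with the halide-sensitive YFP; corrector assay measuring rescue of mutant channel to the surface after 24 h compound exposure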
miR122 inh – miR-122 inhibition in Huh7 cells. 340,000 compounds, 0.3% hits. activation (reporter increase), % at 12.5 µM. Huh7 miR-122 Renilla luciferase sensor, 48 h; neutral wells = 0, positive control = 100;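 active = mean replicate activation score at least 90 and every replicate individually at or above 90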;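 also: higher luciferase means less miR-122 activity so hits act as miR-122 inhibitors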
PglD DTNB – PglD (C. jejuni) enzyme inhibition; 360,000 compounds, 0.098% hits; purified PglD enzyme, DTNB colorimetric CoA detection; inhibition, % at 12.5 µM; AID 602405; in the data active = inhibition above about 16%, passing the limit was not always enough; also: strong numbers were not always called active
FN deposit inh – fibronectin deposition inhibition; AH1F fibroblasts, Alexa488-fibronectin deposition fluorescence, overnight; 350,000 compounds, 0.086% hits; inhibition, % at 12.6 µM;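 active = mean inhibition across replicates of 30% or more, regardless of how many single replicates reach that level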;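 also: positive control wells lacked labelled fibronectin entirely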
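test system = AH1F fibroblasts assembling fluorescent fibronectin matrix | quantity = 10000 AH1F cells per well | buffer or medium = DMEM plus 2% serum, read in PBS | doses = single dose, pinned | incubation = 1 h cell attachment, overnight exposure to compound and label | detection = fluorescence at 485 nm excitation, 525 nm emission | read-out basis = inhibition from reduced deposited-fibronectin fluorescence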
Starred values were filed as active, the others as inactive; / = not tested or not shown; & = joins results of further samples; [ ] = remark or other dose.

SMILES	INS-1E GSIS act	C2C12 statin	PGC1a acetyl inh	Cneo AK release	CFTR F508del cor	miR122 inh	PglD DTNB	FN deposit inh
C[C@H]1CN([C@@H](C)CO)C(=O)c2cc(Br)cnc2O[C@H]1CN(C)S(=O)(=O)c1ccc(F)cc1	-4	10	5	3	-3.6	1[16.7 µM]	-2	-18
CCCc1n[nH]c2c1C(=O)CC(C)(C)C2	/	-21	24	1	/	4	-6	/
COc1ncccc1C(=O)N1CCCC(C(=O)c2cc(F)ccc2F)C1 (stereo unspecified)	26	4	2	/	/	-2	/	0
Fc1ccc(CNc2cnccn2)cc1	-3	-2	4	-9	/	/	1	5
CCC(=O)N1C[C@H](C)[C@@H](OC)CN(C)C(=O)c2cc(NC(=O)C3CCCCC3)ccc2OC[C@@H]1C	1	11	13	-1	-1.5	/	2	5
COCCCn1c(SCC(=O)N2CCc3ccccc32)nnc1-c1ccoc1C	/	/	6	16	/	9	1	6
COc1c2ccc(C(=O)NCc3cc(C(F)(F)F)cc(C(F)(F)F)c3)cc2nn1C	/	5	11	0	-1.1	-5	-3	9
O=C(c1cc2ccccc2o1)N1CCN(S(=O)(=O)c2c(F)cccc2F)CC1	-2	-11	4	1	-0.6	-14	-7	-3
CCN(CC)S(=O)(=O)c1ccc(NC(=O)CSc2nnc(-c3ccc(F)cc3)o2)cc1	-5	-24	6	0	/	-2	4	8
O=C(Cn1c(=O)oc2cccnc21)Nc1ccc(C(F)(F)F)cc1	/	3	3	-3	-1.2	4	0	-1
CC(=O)c1ccc(OC(C)C)c(CN2CCCCC2)c1	-1	-1	-6	-1	0.6	/	-2	/
CC(NC(=O)c1cnccn1)c1ccc(S(N)(=O)=O)cc1 (stereo unspecified)	10	/	13	/	4.3	/	/	-1
COc1ccc(NC(=O)N(C)C[C@@H]2OCCCC[C@H](C)Oc3ccc(NS(=O)(=O)c4cn(C)cn4)cc3C(=O)N([C@@H](C)CO)C[C@@H]2C)cc1	16	/	5	-3	-1.0	10[16.7 µM]	1	/
Cc1ccc(N(CC(=O)NC(C)(C)C)C(=O)CS(=O)CC(=O)Nc2ccc(F)cc2)cc1 (stereo unspecified)	-23	/	-16	/	-0.7	1	/	11
CCOC(=O)CCSc1nc(C)c2cc(OC)ccc2n1	/	-20	-11	-2	/	0	1	/
CCOC(=O)c1[nH]c(C)c(C(=O)NC(C)(C)C)c1C	/	-2	-5	1	/	3	3	/
CC(C)NC(=O)Nc1ccc2c(c1)CC(=O)N([C@@H](C)CO)C[C@@H](C)[C@H](CN(C)S(=O)(=O)c1cccs1)O2	15	1	0	0	0.4	-4[16.7 µM]	-6	6
Cc1ccc2c(c1)N(CC(=O)NC1CCCC1)C(=O)C(C)O2 (stereo unspecified)	4	3	-3	0	-1.4	-3	0	5
O=C(CSc1n[nH]c(=O)[nH]c1=O)N/N=C/C=C/c1ccccc1	9	/	6	/	0.3	/	/	4
O=C(O)C[C@@H]1C=C[C@H](NC(=O)Nc2cc(F)ccc2F)[C@H](CO)O1	5	-2	1	-4	-2.5	/	-1	-18
CNC(=O)Nc1ccc(Cn2cc(C(F)(F)F)ccc2=O)cc1	-11	1	28	/	2.4	/	/	2
COc1ccc(CN2CCOCC2)cc1Br	/	15	1	/	1.2	-5	/	/
CCNc1sc(S(C)(=O)=O)nc1S(=O)(=O)c1ccc(Cl)cc1	12	/	3	/	4.6	1	/	-1
CN(C)Cc1c(C(=O)N/N=C/c2cccc(OCc3ccccc3)c2)nnn1-c1nonc1N	18	-11	-3	0	-1.8	-4	3	2
COCCCNS(=O)(=O)c1ccc(OC)c(Cl)c1Cl	7	1	8	-1	3.9	16	0	/
O=C1c2ccccc2C(=O)N1CCCCN(C(=O)c1cc([N+](=O)[O-])cc([N+](=O)[O-])c1)c1ccc(Cl)cc1	-3	/	/	4	1.1	-8	-1	2
Cc1cccc(C)c1N1C(=O)c2cccc([N+](=O)[O-])c2C1=O	0	1	0	0	/	1	3	-12
COc1ccc(NC(=O)N2C[C@H](O)COC[C@@H]3O[C@H](CC(=O)NCc4ccncn4)CC[C@H]32)cc1	16	-5	-2	-1	2.2	-3[16.7 µM]	1	3
CCCNC(=O)N(C)C[C@@H]1Oc2ncc(C#CCC3CCCC3)cc2C(=O)N([C@H](C)CO)C[C@H]1C	-30	/	5	3	-0.4	6[16.7 µM]	0	-5
S=c1[nH]ncn1NCc1ccc(Cl)cc1Cl	-12	4	/	/	3.4	5	/	5
C[C@@H](NC(=O)c1nc[nH]c1C(=O)N[C@H](C)c1ccccc1)c1ccccc1	-22	14	1	-2	0.3	3	-3	1
COC(=O)c1[nH]c2cc(C)ccc2c1NC(=O)CN1CCc2cc(OC)c(OC)cc2C1	/	-27	-2	5	/	-16	8	/
CCN1C[C@@H]2[C@@H]3C(=O)N(Cc4ccccc4)C(=O)[C@@H]3[C@](Cc3ccccc3)(C(=O)OC)N2C1=NC	2	11	9	7	-2.3	-6	-12	9
O=C(CSc1ncnc2[nH]ncc12)Nc1cccc(Oc2ccccc2)c1	2	8	0	-2	0.1	-4	-4	/
CN(C)C(=O)C[C@@H]1CC[C@H](NC(=O)NC2CCCC2)[C@@H](CO)O1	10	-4	3	-8	-3.7	/	2	/
CCN(C(=O)COC(=O)CCCN1C(=O)c2cccc3cccc(c23)C1=O)C1CCS(=O)(=O)C1 (stereo unspecified)	2	3	7	-5	-0.5	-4	3	-3
C[C@H](CO)N1C[C@H](C)[C@@H](CN(C)Cc2ccc3c(c2)OCO3)OCCCC[C@H](C)Oc2ccc(NC(=O)Nc3cccc4ccccc34)cc2C1=O	-1	-292	-21	1	1.0	-7[16.7 µM]	1	/
Cc1cc(=O)oc(C)c1C(=O)Nc1cccc2ccccc12	/	6	-7	1	/	-2	1	2
COCCNC(=O)C[C@H]1C[C@H]2c3cc(NS(=O)(=O)c4ccccc4)ccc3O[C@H]2[C@@H](CO)O1	9	-3	3	-2	-1.6	-2[16.7 µM]	1	/
CCN1CCN(S(=O)(=O)c2ccc(Oc3ccccc3OC)cc2)CC1	-10	-9	/	2	-3.3	0	-5	-1
COc1ccc(C(CC(=O)O)NC(=O)COc2ccccc2)cc1 (stereo unspecified)	/	4	-3	1	/	-1	-3	-18
C[C@H](CO)N1C[C@H](C)[C@@H](CN(C)Cc2ccccc2)OCCCC[C@H](C)Oc2ccc(NC(=O)CCCN(C)C)cc2C1=O	19	-8	0	-8	-2.2	3[16.7 µM]	1	-12
O=C(NC1CC1)C1=C[C@@H](c2ccc3c(c2)OCO3)C[C@@H](OCc2ccc(CO)cc2)O1	14	4	-2&-6	2&-5	-1.4&-0.8	1	6	5
C[C@H](CO)N1C[C@H](C)[C@H](CN(C)C)OCCCC[C@H](C)Oc2ccc(NC(=O)Nc3ccc(C(F)(F)F)cc3)cc2C1=O	21	-21	4	0	1.2	2[16.7 µM]	-2	/
CCc1ccccc1N1C[C@@]23C=C[C@@H](O2)C(C(=O)OCC(C)C)[C@H]3C1=O (stereo partly specified)	/	23	0	-2	/	-5	6	/
Brc1ccc2nc3c(n2c1)CCCC3	/	-11	3	3	/	-4	6	1
COC(=O)c1ccc(NC(=O)CN2CCN(c3ccc(Cl)cc3)CC2)cc1	/	-15	3	2	/	2	-4	/
COc1ccc(NC(=O)COC(=O)C2CC(=O)N(c3ccc(OC(C)C)cc3)C2)cc1 (stereo unspecified)	-1	-8	/	4	-0.9	-4	1	-8
COCC#Cc1cnc2c(c1)C(=O)N([C@@H](C)CO)C[C@H](C)[C@H](CN(C)C(=O)CCN1CCCCC1)O2	17	-2	1	-5	-2.3	14[16.7 µM]	0	/
C[C@H]1CN([C@@H](C)CO)C(=O)c2cc(C#CC3(O)CCCC3)cnc2O[C@@H]1CN(C)Cc1ccccc1	4	8	6	2	1.2	3[16.7 µM]	6	/

Additional records.
SMILES	INS-1E GSIS act	C2C12 statin	PGC1a acetyl inh	Cneo AK release	CFTR F508del cor	miR122 inh	PglD DTNB	FN deposit inh
CCCN1[C@H](C(=O)NCc2cccc(OC)c2)[C@@H](CO)[C@@H]2Cn3c(ccc(C4=CCCC4)c3=O)[C@@H]21	-11	-14	/	0	2.4	-10[16.7 µM]	-1	/
CC(C)/C=C/C(=O)N1CCC(N2CCC(C(=O)NCc3ccccn3)CC2)CC1	16	5	/	1	-1.8	0	4	-6
C=Cn1cc[n+](CC(=O)c2ccc(Cl)c(Cl)c2)c1	16	-2	-8	0	-3.7	3	0	0
COCc1cn(CC[C@H]2CC[C@@H](NC(=O)CCN3CCCCC3)[C@H](CO)O2)nn1	8	6	1	0	0.7	/	6	-3
CCN1C(=O)N[C@@H](c2ccco2)C(C(=O)OC)=C1C	-9	5	/	-1	-0.4	/	/	-17
CC(C)Sc1nnc(SCC(=O)N(C)C2CCS(=O)(=O)C2)s1 (stereo unspecified)	18	16	1	-1	1.9	-7	-2	10
CNC[C@@H]1Oc2c(NC(=O)c3cnccn3)cccc2C(=O)N([C@H](C)CO)C[C@@H]1C	7	11	3	-7	0.1	3[16.7 µM]	-11	-1
COc1ccccc1C(=O)NC(=O)Nc1nc(-c2ccccc2)cc(C(F)(F)F)n1	15	/	3	-4	0.6	5	2	2
Cc1cc(C)n2nc(SCC(=O)Nc3c(C)nn(-c4ccccc4)c3C)nc2n1	/	0	-8	0	/	1	-1	-3
CC(=O)c1ccccc1C(=O)N(C)C1CCCN(Cc2ccccc2F)C1 (stereo unspecified)	-2	6	10	1	2.0	-2	2	1

Molecules from the list above that have a furan ring, fused or not (three):
SMILES	INS-1E GSIS act	C2C12 statin	PGC1a acetyl inh	Cneo AK release	CFTR F508del cor	miR122 inh	PglD DTNB	FN deposit inh
COCCCn1c(SCC(=O)N2CCc3ccccc32)nnc1-c1ccoc1C	/	/	6	16	/	9	1	6
O=C(c1cc2ccccc2o1)N1CCN(S(=O)(=O)c2c(F)cccc2F)CC1	-2	-11	4	1	-0.6	-14	-7	-3
CCN1C(=O)N[C@@H](c2ccco2)C(C(=O)OC)=C1C	-9	5	/	-1	-0.4	/	/	-17

Continuation.
SMILES	INS-1E GSIS act	C2C12 statin	PGC1a acetyl inh	Cneo AK release	CFTR F508del cor	miR122 inh	PglD DTNB	FN deposit inh
CS(=O)(=O)C1=NN2C(=N)/C(=C\c3ccc(OCCOc4ccccc4)cc3)C(=O)N=C2S1	/	5	2	10	/	-8	3	/
CCOC(=O)c1nnc2c(Br)c(-c3ccccc3)nn2c1C	/	17	3	0	/	-3	-2	-11
Cc1ccc(CNS(=O)(=O)c2ccc(C)s2)cc1	11	-1	-4	7	0.2	4	-1	-2
O=C(CN1CCN(S(=O)(=O)c2ccc(Br)cc2)CC1)Nc1ccccc1C(=O)c1ccccc1	5	/	/	2	/	8	-1	3
CN(CC(=O)NCCc1ccccc1)CC(=O)Nc1cccc(F)c1	-20	24	5	1	-0.9	-1	-6	0
CC(=O)Nc1ccc(SCCC2CCCCN2C)cc1 (stereo unspecified)	2	-4	-2	0	-0.1	-4	-3	2
O=C(Nc1ccc(N2C(=O)c3cccc4cccc(c34)C2=O)cc1)c1ccc(N2CCCCC2)c([N+](=O)[O-])c1	1	/	4	/	/	-2	8	3
CC(=O)Nc1cc(NC(C)=O)ncn1	14	-1	/	0	3.2	-7	-8	1
c1nc(Nc2ccc(N3CCOCC3)cc2)c2ccsc2n1	10	-31	-3	-11	0.1	-8	-2	1
O=C(/C=C/c1c(F)cccc1Cl)N1CCOCC1	15	/	/	-12	4.2	/	3	16
